High-throughput results (PubChem)
DYRK1A inh: inhibitors of rat Dyrk1A kinase | Q63470 | AID 504441 | inhibition, % at 12.5 µM | ADP-Glo luminescence, NFATc1 peptide | 310,000 tested, 0.43% active; in the data active = inhibition above about 50%;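 also: plate controls were vehicle with enzyme for no effect and no enzyme for full effect; many of its hits are not listed in these tables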
KCNK9 inh: human KCNK9 channel inhibition; HEK293 KCNK9, FluxOR thallium flux fluorescence; active compounds read low; B-score at 10 µM; AID 488922; 310,000 tested, 1.2% active; Q9NPC2;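 active = ratio B-score over 3 SD below the library mean, with starting fluorescence within 5 SD of its mean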;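 also: negative B-score means less thallium flux so channel inhibition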
TRPC4 PAM: TRPC4 (mouse) allosteric potentiation | HEK293 TRPC4beta/mu-opioid, DAMGO EC20, Fluo-4 Ca2+ flux; active compounds read high | B-score at 10 µM | 310,000 tested, 0.42% active;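 active = B-score of calcium response area above 5 SD of library B-scores, with initial fluorescence ratio within 5 SD of library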;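 also: B-score of integrated fluorescence ratio over time as area under calcium response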
TMEM16A inh: inhibitors of mouse TMEM16A calcium-activated chloride channel; HEK293 TMEM16A/YFP iodide influx fluorescence, ionomycin; normalized B-score (activity score, 25-100; higher = stronger inhibition) at 10 µM; 310,000 tested, 1.2% active;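 active = ratio plate-corrected score three or more library SD toward inhibition, starting fluorescence score within five deviations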;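 also: score derived from kinetic fluorescence span divided by baseline fluorescence per well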
TRPC4 act: activators of mouse TRPC4 channel. Q9QUQ5. HEK293 TRPC4beta/mu-opioid, Fluo4 calcium fluorescence; active compounds read high. B-score at 10 µM. 310,000 tested, 0.49% active. AID 2237;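 active = B-score above 5 SD of library B-scores, and initial fluorescence ratio not above library mean plus 5 SD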;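 also: positive B-score marks a calcium rise read as TRPC4 activation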
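Test system: HEK293 cells stably co-expressing mouse TRPC4beta and mu-opioid receptor | Schedule: Fluo4 dye loading 45 min at room temperature, 110 s recording | Measured by: Kinetic Fluo4 calcium fluorescence, 5 s baseline at 1 Hz | Evaluation: B score of integrated ratio | Controls: Buffer (low) and maximal DAMGO (high)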
KCNQ1 block: inhibitors of human KCNQ1 potassium channel; CHO-K1 KCNQ1, FluxOR thallium flux fluorescence; active compounds read high; 310,000 tested, 1.3% active; AID 2642; B-score at 10 µM;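 active = compounds whose thallium flux B-score, printed positive for inhibition, exceeds three library SD while starting fluorescence stays within three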;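 also: channel opened by potassium depolarization with thallium stimulus after 20 min compound exposure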
Target sequence (P51787 whole entry, looked up): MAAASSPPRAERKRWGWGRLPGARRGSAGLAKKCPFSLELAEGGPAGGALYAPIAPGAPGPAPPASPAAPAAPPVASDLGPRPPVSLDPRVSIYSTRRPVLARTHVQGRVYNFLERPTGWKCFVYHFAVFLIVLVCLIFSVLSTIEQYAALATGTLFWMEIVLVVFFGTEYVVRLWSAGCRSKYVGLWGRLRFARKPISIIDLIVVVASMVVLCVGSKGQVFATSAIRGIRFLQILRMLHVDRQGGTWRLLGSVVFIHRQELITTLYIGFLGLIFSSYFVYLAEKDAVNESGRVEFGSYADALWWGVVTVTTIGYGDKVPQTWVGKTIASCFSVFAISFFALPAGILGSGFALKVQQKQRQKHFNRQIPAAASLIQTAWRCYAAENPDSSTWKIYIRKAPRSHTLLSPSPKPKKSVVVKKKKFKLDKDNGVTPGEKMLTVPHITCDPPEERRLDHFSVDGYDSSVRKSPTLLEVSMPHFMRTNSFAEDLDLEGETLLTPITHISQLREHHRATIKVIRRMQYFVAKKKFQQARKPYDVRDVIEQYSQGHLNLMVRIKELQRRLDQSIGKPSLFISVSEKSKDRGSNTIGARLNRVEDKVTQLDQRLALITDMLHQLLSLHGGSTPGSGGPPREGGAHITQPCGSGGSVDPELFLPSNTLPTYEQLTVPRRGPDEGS
TMEM16A act: activates or potentiates the mouse TMEM16A chloride channel | Q8BHY3 | HEK293 TMEM16A/YFP-H148Q/I152L, iodide quench fluorescence; active compounds read low | B-score at 10 µM | 340,000 tested, 0.3% active | AID 623877;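 active = fluorescence-ratio B-score plate-corrected deviation score at least 3 library SD below zero, with starting fluorescence score within 5 deviations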;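 also: channel opened by trigger with iodide after compound preincubation; score built on the fluorescence ratio of max minus min over baseline; more negative score means more quench and so TMEM16A activation or potentiation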
HDAC3 inh: blocks human histone deacetylase 3. recombinant HDAC3, fluorogenic peptide/trypsin coupled, fluorescence. inhibition, % at 8.3 µM. 320,000 tested, 0.15% active. AID 2718; in the data active = inhibition above about 26%, passing the limit was not always enough
KCNQ1 act: potentiators or activators of human KCNQ1 potassium channel; P51787; B-score at 10 µM; CHO-K1 KCNQ1, thallium flux FluxOR fluorescence; active compounds read high; AID 2648; 310,000 tested, 0.35% active;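 active = fluorescence ratio B-score, a plate-corrected score, at least three library SD, with initial intensity B-score within 5 SD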
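Test system: CHO-K1 cells stably expressing KCNQ1 / Medium: assay buffer / Also added: depolarizing K+/Tl+ stimulus, K2SO4 and Tl2SO4 each 12.5 mM in 5x stock / Incubation: 90 min dye loading and 20 min compound exposure, both at room temperature / Signal: thallium influx via FluxOR fluorescence, kinetic imaging / Evaluation: B score of baseline-normalized fluorescence ratio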
hERG protect: compounds protecting human hERG from proarrhythmic drug block; Q12809; CHO-hERG, FluxOR thallium flux, dofetilide IC70 present; activation (rescue from dofetilide block), less the hit threshold, % at 10 µM; 310,000 tested, 0.51% active; AID 1511;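 active = activation above the mean of controls blocked by dofetilide plus 5 SD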;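 also: thallium influx through hERG after potassium depolarization seen as dye fluorescence rise; in these data hits start at about 4.7%; inactives centre near -7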
KCNK3 inh: human KCNK3 channel inhibition, primary screen; O14649; CHO-KCNK3 thallium flux, FluxOR fluorescence; active compounds read low; B-score at 10 µM; 340,000 tested, 0.84% active;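 active = B-score under library mean minus 4 SD, starting fluorescence ratio at most library mean plus 5 SD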;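 also: more negative B-score means stronger inhibition of thallium flux through KCNK3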
Target sequence (O14649 whole entry, looked up): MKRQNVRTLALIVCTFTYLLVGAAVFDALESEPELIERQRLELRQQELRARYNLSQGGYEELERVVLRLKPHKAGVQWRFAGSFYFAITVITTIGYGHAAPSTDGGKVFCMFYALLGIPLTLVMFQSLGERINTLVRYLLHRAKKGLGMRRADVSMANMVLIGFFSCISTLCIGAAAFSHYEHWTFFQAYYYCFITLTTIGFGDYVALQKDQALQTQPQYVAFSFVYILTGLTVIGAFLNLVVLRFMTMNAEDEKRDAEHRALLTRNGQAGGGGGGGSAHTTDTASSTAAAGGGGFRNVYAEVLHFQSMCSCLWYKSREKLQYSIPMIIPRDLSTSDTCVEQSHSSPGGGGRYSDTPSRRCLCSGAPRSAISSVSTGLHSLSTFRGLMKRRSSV
Active calls of the source: *; i = inactive; / = not tested or not shown.

Second line of a record – DYRK1A inh, KCNK9 inh, TRPC4 PAM, TMEM16A inh, TRPC4 act, KCNQ1 block, TMEM16A act, HDAC3 inh, KCNQ1 act, hERG protect, KCNK3 inh
> CCCC1(C)Nc2ccccc2-c2nc3ccccc3n21 (stereo not drawn)
 : 15, i, i, i, i, i, i, -16, i, -14, i
> CC(C)NC(=O)CCn1ccc2cc(S(=O)(=O)N3CCCC3)ccc21
 : -5, i, i, i, i, i, i, 1, i, 0, i
> Cc1nc2scc(C)n2c(=O)c1S(=O)(=O)Nc1ccc(F)cc1
 : -2, i, i, i, i, i, i, 2, i, -7, i
> Cc1ccc(NC(=O)CN(C)CCOc2ccccc2)c([N+](=O)[O-])c1
 : 2, i, i, i, i, i, i, 9, i, -10, i
> CC(C)CC(C(=O)Nn1cnnc1)N1C(=O)c2ccccc2C1=O (stereo not drawn)
 : 5, i, i, i, i, i, i, 1, i, -3, i
> CC(=O)c1ccc(NC(=O)CSc2ccc(-c3ccc4c(c3)OCO4)nn2)cc1
 : -1, i, i, i, i, i, i, -6, i, -6, i
> Cc1c([N+](=O)[O-])nnn1-c1cc(Cl)cc(Cl)c1
 : -10, i, i, i, i, i, i, -1, i, -25, i
> Oc1ccc(O)cc1
 : /, i, i, i, i, i, /, -3, i, -5, /
> CCCCCCCCNC(=O)C(CCC(=O)OCc1ccccc1)NC(C)=O (stereo not drawn)
 : -8, i, i, i, i, i, i, 0, i, -14, i
> CC(C)=CC[N+]1(C)CCCCC1
 : -1, i, i, i, i, i, i, -2, i, -4, i
> Cc1cccc(C(=O)OC2CCOC2=O)c1C (stereo not drawn)
 : 3, i, i, i, i, i, i, 10, i, -11, i
> O=C1Nc2ccc([N+](=O)[O-])cc2OC1CCN1CCN(Cc2ccccc2)CC1 (stereo not drawn)
 : 7, i, i, i, i, i, i, 2, i, -13, i
> COc1ccc(CC(=O)Nc2nc3ccccc3[nH]2)cc1
 : 7, i, i, i, i, i, i, 5, i, -6, i
> COc1ccc(NC(=O)/C=C/c2cc(OC)c(OC)c(OC)c2)cn1
 : /, i, i, i, i, i, i, 5, i, -14, i
> O=c1oc(Nc2ccccc2Cl)nc2ccccc12
 : 1, i, i, /, i, i, i, /, i, -14, i
> CCOC(=O)c1ccc(NS(=O)(=O)c2c(N)[nH]c(=O)[nH]c2=O)cc1
 : 13, i, i, i, i, i, i, 4, i, -5, i
> O=C(/C=C/c1cccc([N+](=O)[O-])c1)Nc1ccccc1N1CCOCC1
 : -1, i, i, i, i, i, i, 6, i, -6, i
> COCCN=c1scc(C)n1/N=C/C1CC2C=CC1C2 (stereo not drawn)
 : -8, i, i, i, i, i, i, 0, i, -10, i
> O=C(NC1(C(F)(F)F)N=C(c2ccccc2)NC1=O)c1ccc(Cl)cc1Cl (stereo not drawn)
 : 3, i, i, i, i, i, i, -8, i, -10, i
> CC(C)Oc1ccc(C(=O)NC2(C(F)(F)F)N=C3SCCN3C2=O)cc1 (stereo not drawn)
 : -4, i, i, i, i, i, i, -3, i, -6, i
> CC(=O)Nc1ccc(OCC(O)CN2CCN(c3cc(Cl)ccc3C)CC2)cc1 (stereo not drawn)
 : 3, i, i, i, i, i, i, -7, i, -7, i
> O=C1CC(C(=O)Nc2ccc(Br)cc2)S/C(=N\N=C\c2ccco2)N1 (stereo not drawn)
 : -4, i, i, i, i, i, i, 4, i, -5, i
> Cc1ccc(Oc2cc(NN3CCCCC3)c([N+](=O)[O-])cc2[N+](=O)[O-])c(Cl)c1
 : -5, i, i, i, i, i, i, -1, i, -5, i
> COCCn1c(=NC(=O)c2ccc(S(=O)(=O)N3CCc4ccccc4C3)cc2)sc2cc(OC)ccc21
 : -1, i, i, i, i, i, i, -10, i, -9, i
> Cc1cc(Nc2ccc(Br)c(C)c2)n2nc(C)nc2n1
 : /, i, i, i, i, i, i, 2, i, -4, i
> COCCn1c(SCC(N)=O)nc2c(c1=O)SC(C)C2 (stereo not drawn)
 : -1, i, i, i, i, i, i, 6, i, -10, i
> COc1ccc(C(=O)Nn2c(SCC(=O)c3ccccc3)nc3ccccc3c2=O)cc1
 : -1, i, i, i, i, i, i, -1, i, -20, i
> COc1cccc(C2CC(c3ccccc3Cl)Nc3nc(N)nn32)c1 (stereo not drawn)
 : /, i, i, i, i, i, i, -6, i, -5, i
> Cc1nn(C)cc1C1C2=C(CC(C)(C)CC2=O)OC2=C1C(=O)CC(C)(C)C2
 : 1, i, i, i, i, i, i, 6, i, -7, i
> Cc1[nH]c2ccccc2c1C(=O)COC(=O)Cn1cnc2ccccc21
 : 6, i, i, i, i, i, i, -2, i, -13, i
> CCCCC(=O)OCC(=O)Nc1ccc(SC(F)F)cc1
 : -3, i, i, i, i, i, i, -7, i, -12, i
> COC(=O)c1ccc(NC(=S)N2CCN(Cc3ccccc3OC)CC2)cc1
 : /, i, i, i, i, i, i, 1, i, -10, i
> Cc1ccccc1OCC(=O)Nc1ccc2c(c1)n(C)c(=O)n2C
 : -2, i, i, i, i, i, i, 4, i, -15, i
> O=C(CCS(=O)(=O)c1ccc(F)cc1)N1CCOCC1
 : 4, i, i, i, i, i, i, -4, i, -7, i
> Cc1cc(C)cc(NC(=O)CSc2nnc(C3CC3)n2CC2CCCO2)c1 (stereo not drawn)
 : -11, i, i, i, i, i, i, 2, i, 0, i
> O=C(Nc1ccccn1)c1sc2cc([N+](=O)[O-])ccc2c1Cl
 : /, i, i, i, i, i, i, 0, i, -4, i
> OC(COCc1cccs1)CN1CCN(c2ccccn2)CC1 (stereo not drawn)
 : 4, i, i, i, i, i, i, 5, i, 2, i
> CC(C)Cc1cc(C(=O)N2N=C(C(F)F)CC2(O)C(F)F)c2ccccc2n1 (stereo not drawn)
 : 1, i, i, i, i, i, i, 5, i, -19, i
> Cc1cc(C)[n+](-c2ccc(F)cc2)c2[nH]c(=O)[nH]c(=O)c12
 : 0, i, i, i, i, i, i, -149, i, -2, i
> C=C(C)C1Cc2c(C)nn(-c3cccc4cccnc34)c2C1 (stereo not drawn)
 : -5, i, i, i, i, i, i, 0, i, -13, i
> O=S1(=O)Cc2cc3ccccc3cc2C1
 : 5, i, i, i, i, i, i, 2, i, -12, i
> CC(C)[C@H](NC(=O)N1CCn2c1nc1ccccc12)C(=O)N1CCCCC1
 : /, i, i, i, i, i, i, 6, i, -10, i
> CCCc1cc(=O)n2[nH]c(NCc3ccccc3Cl)nc2n1
 : -4, i, i, i, i, i, i, 3, i, -8, i
> COc1ccc(NC(=O)C2CC(c3ccccc3Cl)=NO2)cc1 (stereo not drawn)
 : /, i, i, i, i, i, i, 7, i, -2, i
> O=C(O)c1c(-c2ccccc2)nnc2ccccc12
 : 4, i, i, i, i, i, i, 0, i, -3, i
> COc1ccc(NC(C)=O)cc1NC(=O)CSc1nnc(-c2ccccc2)n1N
 : 0, i, i, i, i, i, i, -1, i, -5, i
> NC(=O)[C@@H]1CCCNc2c(I)cc([N+](=O)[O-])cc2C(=O)N[C@@H](Cc2ccccc2)C(=O)N[C@@H](Cc2cnc[nH]2)C(=O)N1
 : -2, i, i, i, i, i, i, 10, i, -1, i
> COCc1cc(C)nc2sc(C(=O)Nc3ccccc3Br)c(N)c12
 : -2, i, i, i, i, i, i, 1, i, -2, i
> O=C(C1CCCO1)N1CCN(S(=O)(=O)c2cc(F)ccc2F)CC1 (stereo not drawn)
 : 9, i, i, i, i, i, i, -2, i, -9, i
> COc1cc(/C=N/NC(=O)CC2(C)OCCO2)cc(Br)c1O
 : 0, i, i, i, i, i, i, -2, i, -9, i
> CCOc1ccc(NC(=O)c2ccc3c(=O)n4c(nc3c2)CCCCC4)cc1
 : 4, i, i, i, i, i, i, -4, i, -5, i
> CNC(=O)c1ccccc1NC(=O)C1CC(=O)N(c2ccc(OC)cc2)C1 (stereo not drawn)
 : /, i, i, i, i, i, i, -6, i, -10, i
> O=C(c1ccco1)N1CCN(Cc2cc(=O)c(OCc3ccc(F)cc3)co2)CC1
 : -14, i, i, i, i, i, i, -2, i, -10, i
> Cc1ccccc1-n1nc2c(c1NC(=O)c1ccc3c(c1)OCO3)CS(=O)(=O)C2
 : -1, i, i, i, i, i, i, 5, i, -9, i
> Cc1ccc(-n2nnnc2-c2cnc3ccc(Cl)cc3c2-c2ccccc2)cc1
 : 2, i, i, i, i, i, i, 5, i, -12, i
> c1coc(-c2nnc3sc(Cc4cccs4)nn23)c1
 : 31, i, i, i, i, i, i, 8, i, -8, i
> CNS(=O)(=O)c1cccc(C(=O)NCC(c2ccco2)N(C)C)c1 (stereo not drawn)
 : 2, i, i, i, i, i, i, 4, i, -4, i
> CCOP(=O)(OCC)C(NC(=O)Nc1ccc(Cl)c(Cl)c1)c1ccccc1 (stereo not drawn)
 : -9, i, i, i, i, i, i, 15, i, -4, i
> CC(C)CCOP(=O)(c1ccc(N(C)C)cc1)C(O)c1ccccc1F (stereo not drawn)
 : 0, i, i, i, i, i, i, 2, i, -15, i
> Cc1ccc2occ(/C=N/NC(=O)c3ccc(Cl)cc3)c(=O)c2c1
 : 4, i, i, i, i, i, i, -3, i, -14, i

New compounds follow:
Second line of a record – DYRK1A inh, KCNK9 inh, TRPC4 PAM, TMEM16A inh, TRPC4 act, KCNQ1 block, TMEM16A act, HDAC3 inh, KCNQ1 act, hERG protect, KCNK3 inh
> CC(=O)N1CCOc2ccc(S(=O)(=O)NCc3ccc(F)cc3)cc21
 : 0, i, i, i, i, i, i, 0, i, -11, i
> Cc1ccc(N(C(=O)C2CCCC2)C2C=CS(=O)(=O)C2)cc1C (stereo not drawn)
 : -2, i, i, i, i, i, i, 2, i, -4, i
> COCCn1cnc2c1c(=O)n(Cc1cc(C(C)=O)ccc1OC)c(=O)n2Cc1ccccc1
 : -7, i, i, i, i, i, i, 4, i, -8, i
> Cc1nc(NC(=S)NC(=O)COc2ccc(Cl)cc2)ccc1Br
 : 4, i, i, i, i, i, i, 0, i, 1, i

The list is partial (hit frequency here may not be typical).
